Source: PubChem BioAssay
DNMT1 block = DNMT1 (human) enzyme inhibition | DNMT1 molecular beacon, Hinp1I cleavage, fluorescence | inhibition (reported as % activation of signal), % at 10 µM | 0.83% of 360,000 active | P26358 | AID 588458; in the data active = inhibition above about 50%
SUMO1 PPI mod = modulators of human SUMO1-mediated protein-protein interactions | P63165 | SUMO1 binding to a labelled peptide, TR-FRET, 1 h | inhibition, % at 20 µM | 0.33% of 360,000 active; in the data active = inhibition above about 37%
Target sequence (P63165 whole entry, looked up): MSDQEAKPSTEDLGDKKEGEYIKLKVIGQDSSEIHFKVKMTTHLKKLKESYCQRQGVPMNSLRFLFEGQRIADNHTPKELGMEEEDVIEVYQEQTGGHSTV
MsrA inh = inhibits bovine methionine sulfoxide reductase A; purified bovine MsrA, absorbance read-out; inhibition, % at 15.5 µM; 0.75% of 360,000 active; AID 651718; in the data active = inhibition above about 4.5%;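 note: 0% = vehicle wells with enzyme and 100% = reference inhibitor wells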
LMPTP inh = LMPTP (human) inhibition | recombinant LMPTP-A, OMFP fluorogenic substrate, fluorescence intensity | AID 651560 | 0.22% of 360,000 active | inhibition, % at 20 µM | P24666;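 active = compounds that cut the enzyme signal by at least half of the control window in the single-dose screen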;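 note: plate controls were DMSO wells with enzyme plus substrate for no effect and substrate without enzyme for full effect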
Target sequence (P24666 whole entry, looked up): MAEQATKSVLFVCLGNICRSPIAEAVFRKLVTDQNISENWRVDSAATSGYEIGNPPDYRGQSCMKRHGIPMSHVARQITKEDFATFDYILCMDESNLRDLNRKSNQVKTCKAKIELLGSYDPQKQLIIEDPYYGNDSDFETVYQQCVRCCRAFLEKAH
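Assay system: LMPTP-A enzyme. Input: 0.625 nM LMPTP-A final. Probe or stimulus: 400 µM OMFP. Compound dosing: single 20 µM dose. Schedule: 50 min dark incubation at room temperature. Detection: fluorescence intensity of OMFP turnover product. Read-out: percent inhibition versus substrate-only and uninhibited controls. Benchmarks: no-enzyme low control, uninhibited high control.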
NadD block = inhibitors of Staphylococcus aureus NadD; inhibition, % at 20 µM; 0.78% of 360,000 active; purified NadD enzyme, colorimetric absorbance read-out; in the data active = inhibition above about 26%; note: some compounds past the cut are filed as inactive
Rpn11 block = Rpn11 (human) deubiquitinase inhibition; O00487; 0.59% of 360,000 active; calls only at 20 µM; AID 588493; human 26S proteasome, Ub4-pepOG fluorescence polarization; 20S core pre-blocked with epoxomicin;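 active = inhibition at 20 µM, scaled to each plate's controls, above about 33%, limit read from the data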
TbMetRS inhib = Trypanosoma brucei MetRS inhibition | purified T. brucei MetRS, ATP depletion, Kinase-Glo luminescence | inhibition, % at 11.9 µM | 0.4% of 360,000 active | AID 624268;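 active = inhibition above a per-plate cutoff of the control wells' mean inhibition plus 3 SD, cut at about 5.5% in these data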;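 note: 0% = DMSO wells median and 100% = median of wells with control inhibitor compound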
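assay system = parasite MetRS enzyme | timing = 15 min preincubation, 2 h reaction, all 25 °C | evaluation = percent inhibition relative to median high and low control wells | medium = HEPES buffer containing pyrophosphatase, BSA, spermine, DTT | compound = single dose, 11.9 µM final nominal, 0.9% final DMSO | detection = Kinase-Glo luminescence, ATP depletion format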
Scp-1 inhibitor = blocks human Scp-1 phosphatase activity. Q9GZU7. Recombinant Scp1, phosphopeptide, malachite green phosphate absorbance. inhibition, % at 20 µM. 0.88% of 340,000 active;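 active = inhibition above about 50% at 20 µM, limit read from the data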;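 note: plate controls were DMSO wells with enzyme for no effect and wells lacking enzyme for full effect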
Target sequence (Q9GZU7 76-261 limits assumed): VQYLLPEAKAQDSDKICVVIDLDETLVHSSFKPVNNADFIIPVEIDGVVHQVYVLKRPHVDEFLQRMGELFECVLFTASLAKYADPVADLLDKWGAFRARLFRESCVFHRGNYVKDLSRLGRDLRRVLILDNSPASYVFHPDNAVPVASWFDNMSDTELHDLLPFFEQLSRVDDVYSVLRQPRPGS
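Test system: SCP-1 phosphatase catalytic domain, residues 76-261 | Compound dosing: One concentration, 20 µM, with 1.0% DMSO | Schedule: 45 min room-temperature reaction, 5 min colour, 30 min stabiliser | Detection: Absorbance at 630 nm | Read-out basis: % inhibition of SCP-1 phosphate liberation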
CSN inh = blocks human CSN-mediated cullin deneddylation | AID 651999 | 0.38% of 360,000 active | Purified CSN, SCF-Nedd8-OG deneddylation, fluorescence polarization | Q92905 | inhibition, % at 12.5 µM;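 active = pattern-corrected inhibition above about 35%, with an unprinted fluorescence ratio check between 0.5 and 1.5, limit read from the data, passing the limit was not always enough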;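 note: 0% = enzyme with substrate and 100% = substrate without enzyme; some results filed as inactive read as strong as hits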
Target sequence (Q92905 whole entry, looked up, one chain of several): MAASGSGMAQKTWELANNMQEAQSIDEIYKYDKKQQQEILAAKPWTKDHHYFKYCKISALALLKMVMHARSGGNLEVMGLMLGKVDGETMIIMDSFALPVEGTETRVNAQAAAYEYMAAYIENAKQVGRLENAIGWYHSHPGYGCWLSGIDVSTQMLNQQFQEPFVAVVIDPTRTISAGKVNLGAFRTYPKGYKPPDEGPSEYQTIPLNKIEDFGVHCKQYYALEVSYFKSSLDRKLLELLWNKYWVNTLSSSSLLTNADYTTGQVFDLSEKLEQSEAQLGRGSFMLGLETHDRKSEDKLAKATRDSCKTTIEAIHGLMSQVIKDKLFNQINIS
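assay system = purified human Csn5 enzyme expressed in HEK293T cells | amount = 0.24 nM enzyme | buffer or medium = Tris/NaCl/DTT buffer, pH 7.5 | reagent = 10 nM SCFSkp2-Nedd8OG | compound = one concentration, 12.5 µM, 0.25% DMSO | times = 90 min reaction at room temperature | signal = FP | read-out basis = % inhibition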
STEP block = STEP (human) phosphatase inhibition; inhibition, % at 20 µM; P54829; recombinant STEP, OMFP fluorogenic substrate, fluorescence; 0.25% of 360,000 active;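 active = inhibition at 20 µM, scaled per plate between control wells, above about 37%, limit read from the data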;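 note: 0% = DMSO with enzyme and substrate and 100% = substrate only without enzyme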
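medium = Bis-Tris buffer pH 6.0, 2.5 mM DTT, 0.005% Tween 20 | test system = STEP (striatal-enriched tyrosine phosphatase) enzyme, cell-free | measure = normalized % inhibition | compound dosing = 20 µM, 1% DMSO | also added = 25 µM OMFP | schedule = reaction 20 min, ambient temperature | measured by = fluorescence read at 480 nm ex / 540 nm em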
Numbers without * were called inactive; i = inactive; nt = not tested or not shown; + = active, no number. An unsorted share of the library, and some 3.9% of all compounds hit somewhere here.

SMILES	DNMT1 block	SUMO1 PPI mod	MsrA inh	LMPTP inh	NadD block	Rpn11 block	TbMetRS inhib	Scp-1 inhibitor	CSN inh	STEP block
COC(=O)N/N=C(\C)c1ccc(OC(F)F)cc1OC(F)F	10	0	-0.2	-2.4	0	i	-0.2	-4	-2	1
CCOC(=O)C1C(C(=O)OC)=C(C(=O)OC)c2ccccc2N1S(=O)(=O)C(F)(F)F (centres undefined)	3	-12	0.7	-1.3	1	i	-0.5	4	3	-4
COc1ccc(-n2ncc3c2CC(C)(C)CC3NC(=O)c2ocnc2C)cc1 (centres undefined)	0	6	-0.5	0.0	-2	i	-0.1	2	-1	2
CNc1nc(SCC(=O)OC)nc(N2CCOCC2)n1	0	-6	1.6	-0.8	-4	i	-1.1	-7	5	3
Cn1c(SCCOc2ccccc2Cl)nnc1-c1ccncc1	-1	-1	-1.7	-0.7	-4	i	-0.3	1	3	2
C=CCNC(=S)N1CCc2c([nH]c3ccccc23)C1C (centres undefined)	-1	3	-1.2	-0.5	-8	i	-0.3	-8	-7	4
C/C(=N\Nc1ccc([N+](=O)[O-])cc1)c1ccc(N)cc1	-19	-21	0.7	-0.3	0	i	0.7	-12	2	1
CC(C)CNS(=O)(=O)c1ccc(S(=O)(=O)N2CCCN(Cc3ccccc3)C2)cc1	-1	4	nt	-1.7	-10	i	-1.2	-8	4	1
COCc1nnc(NC(=O)CCSc2ccccc2)s1	-1	1	0.7	0.0	-10	i	-0.2	-6	1	8
Cc1ccc(NC(=O)CCc2nc3sc4c(c3c(=O)[nH]2)CCCC4)c(Br)c1	49	7	nt	2.8	12	i	0.1	39	6	4
CC(=O)N1CCc2ccccc2C1CC(=O)O (centres undefined)	-3	-1	0.9	-1.3	-4	i	-0.2	4	3	0
C=C1[C@H]2O[C@H]2[C@@H](OC(C)=O)[C@@]2(C)[C@@H](OC(C)=O)C[C@@H](OC(C)=O)[C@@](C)(O)[C@@H]2[C@@H](OC(C)=O)[C@@]2(O)[C@@H](C)C(=O)O[C@H]2[C@H]1Cl	4	4	0.5	-1.1	-2	i	-0.2	0	3	1
CCOc1ccc(NC(=O)N2CCC(n3c(=O)[nH]c4ccccc43)CC2)cc1	3	3	1.5	1.1	5	i	0.4	-11	0	2
O=S(=O)(SC1=NCCN1)c1ccccc1	-2	-3	0.5	-2.8	-2	i	-0.5	2	-3	-1
COc1cc(C(=O)NCCC(=O)N2CCC3(CC2)NCCc2[nH]cnc23)cc(OC)c1OC	-2	-4	-1.1	-2.4	-6	i	0.0	-11	4	11
CCOC(=O)C1(C)CCCN1C(=O)c1cccc(OC)c1 (centres undefined)	7	1	0.4	-3.6	-1	i	0.5	nt	2	-3
O=C(Cc1ccc(O)cc1)N/N=C/c1cccs1	1	-11	0.5	0.4	-5	i	-0.6	-5	1	-2
Cc1nc2ccc(S(=O)(=O)Nc3cccc(-c4nc5cccnc5s4)c3C)cc2s1	-6	5	-0.5	-1.5	0	i	-0.7	-6	2	-1
Nc1ncnc2c1ncn2[C@@H]1O[C@H](CNS(=O)(=O)c2ccc3c(c2)CCN(C(=O)C(F)(F)F)C3)[C@@H](O)[C@H]1O	2	-3	2.1	0.0	4	i	8.7*	15	2	0
CC1CCC(NC(=O)Cn2c(=O)oc3cc(S(=O)(=O)N4CCCC4)ccc32)CC1 (centres undefined)	2	2	0.8	5.2	0	i	0.1	63*	3	3
O=C(NC1CC1)c1cc2c(s1)CS(=O)(=O)C2	3	2	0.3	0.1	2	i	-0.5	-1	-2	-4
COc1ccc(OC)c(NC(=O)CCNC(=O)Cn2cnc3ccccc3c2=O)c1	3	6	-0.4	-0.8	-3	i	-0.7	-7	1	1
O=C(Nc1nccs1)c1ccc(Cl)cc1[N+](=O)[O-]	2	-13	1.3	-0.5	3	i	-0.2	-3	-1	2
CCOc1c(S(=O)(=O)N2CCCC2)ccc(Cl)c1Cl	-3	-4	-1.3	0.4	-13	i	-0.9	-7	0	0
CC1(c2nnc(-c3cccc(Cl)c3)o2)CC(c2cccc(F)c2)=NO1 (centres undefined)	-6	-2	-1.3	-0.6	-7	i	-0.4	-9	2	2

(continued)
SMILES	DNMT1 block	SUMO1 PPI mod	MsrA inh	LMPTP inh	NadD block	Rpn11 block	TbMetRS inhib	Scp-1 inhibitor	CSN inh	STEP block
O=C(Nc1nnc(Cc2ccc(Cl)cc2)s1)c1ccco1	-2	3	0.5	0.3	-3	i	-0.9	-3	-2	1
COc1ccccc1C(=O)Nc1ccc2c(C)cc(=O)oc2c1	12	-4	2.2	-0.3	-5	i	-0.4	-9	9	4
COc1ccc([N+](=O)[O-])cc1NC(=O)c1cn(-c2ccc(C)c(C)c2)c(=O)c2ccccc12	6	1	0.6	-1.0	14	i	0.5	-4	-10	2
Cc1ccc(S(=O)(=O)CCc2ccccn2)cc1	1	1	-0.1	-1.6	5	i	-0.3	-8	-2	-3
COc1ccccc1N1CCN(C(=O)c2noc(C)c2[N+](=O)[O-])CC1	5	6	-0.6	1.8	-6	i	-0.8	13	-4	0
CC(=O)N1c2c(cc(Br)cc2S(=O)(=O)NCc2ccc3c(c2)OCO3)CC1C (centres undefined)	-1	4	0.1	-2.3	0	i	0.5	-4	-3	-4
Cc1cc(C(F)F)n2ncc(C(=O)N3CCc4ccccc4C3)c2n1	-2	-2	1.7	-1.1	2	i	-1.1	-5	2	2
CSc1n[nH]c(NC2=CC(=O)CCC2)n1	0	1	1.6	-0.7	-1	i	-0.5	-1	0	-4
COc1ccc(-c2nnc(SCC(=O)NCC3CCCO3)o2)cc1 (centres undefined)	2	5	-0.2	-0.4	-2	i	-0.2	-10	6	-2
O=C(NCCc1ccccc1)C1CCCN(S(=O)(=O)c2cccc3nonc23)C1 (centres undefined)	-1	-17	-0.1	-1.2	-10	i	-0.6	-4	0	0
Cc1ccc(OCCCC(=O)Nc2ccc(S(=O)(=O)N3CCOCC3)cc2)cc1	2	1	-0.5	0.7	-2	i	-0.4	-1	-3	0
O=C(Oc1ccccc1N1C(=O)C2CCCCC2C1=O)c1ccccc1 (centres undefined)	4	0	0.5	-1.6	1	i	-1.3	-28	-2	0
CC1CCCC(C)N1NC(=O)c1cccc(S(=O)(=O)N2CCc3ccccc32)c1 (centres undefined)	4	-1	-1.0	-0.2	-4	i	-0.9	0	-2	0
Nc1nc(-c2ccc(Oc3ccccc3)cc2)cs1	-8	5	1.0	2.4	0	i	-0.1	-2	0	3
COc1cccc(-c2nnc(SCCC(=O)O)n2C)c1	2	-1	0.3	-1.3	-1	i	-0.2	3	4	1
FC(F)(F)c1cc(-c2ccco2)nc(NCc2ccco2)n1	5	3	0.3	1.3	34*	i	-0.7	-5	4	-1
C[C@H](CO)N1C[C@H](C)[C@@H](CN(C)Cc2ccncc2)Oc2c(NC(=O)C3CCCCC3)cccc2C1=O	-2	11	-1.6	-2.1	0	i	-0.4	-3	-3	-3
O=C(c1ccccc1NS(=O)(=O)c1cccc([N+](=O)[O-])c1)N1CCCC1	0	-10	0.2	0.2	-6	i	0.3	-8	-3	0
CCN(C[C@H]1N[C@@](CC)(C(=O)OC)[C@H]2C(=O)N(Cc3ccccc3)C(=O)[C@@H]12)C(C)=O	5	0	-0.5	-2.0	-4	i	-2.0	8	1	-1
Cn1cnnc1SCC(=O)Nc1sc2c(c1C(N)=O)CCC2	85*	43*	2.0	45	11	+	0.4	65*	50*	6
Cc1ccc(-n2ncc3c(NCCCN4CCCC4=O)ncnc32)c(C)c1	0	2	-0.2	-1.7	-2	i	-0.6	-1	0	-5
COCC(=O)N1CCC(Oc2ccc(C(=O)NC3CCOC(C)(C)C3)cc2)CC1 (centres undefined)	-1	-1	0.3	-1.1	-3	i	-0.7	-8	-2	-1
Cc1ccc(-n2c(=O)[nH]c3c(C(N)=O)nc(-c4ccc(C)o4)nc32)cc1	-1	-12	0.5	2.0	-7	i	-0.2	-7	0	2
COc1ccc(-c2noc(Cn3cc(S(=O)(=O)N4CCCC4)ccc3=O)n2)cc1	-26	0	-0.3	-0.2	1	i	-0.4	-2	5	1
Cc1ccc(-c2c(C(=O)N/N=C/c3sccc3C)nnn2-c2nonc2N)cc1	0	-23	2.1	3.4	6	i	-0.4	-7	-1	-1

Complete entries, looked up by structure. Order of screens: DNMT1 block	SUMO1 PPI mod	MsrA inh	LMPTP inh	NadD block	Rpn11 block	TbMetRS inhib	Scp-1 inhibitor	CSN inh	STEP block
`Cc1ccc(S(=O)(=O)CCc2ccccn2)cc1` across the screens: 1	1	-0.1	-1.6	5	i	-0.3	-8	-2	-3
`Cc1cc(C(F)F)n2ncc(C(=O)N3CCc4ccccc4C3)c2n1` across the screens: -2	-2	1.7	-1.1	2	i	-1.1	-5	2	2
`CCN(C[C@H]1N[C@@](CC)(C(=O)OC)[C@H]2C(=O)N(Cc3ccccc3)C(=O)[C@@H]12)C(C)=O` across the screens: 5	0	-0.5	-2.0	-4	i	-2.0	8	1	-1

Additional structures
SMILES	DNMT1 block	SUMO1 PPI mod	MsrA inh	LMPTP inh	NadD block	Rpn11 block	TbMetRS inhib	Scp-1 inhibitor	CSN inh	STEP block
Cc1cc(N2CCN(S(=O)(=O)c3ccc(Br)cc3)CC2)n2ncnc2n1	0	-1	0.8	-0.5	2	i	-1.1	0	-3	-2
CCOC(=O)n1c(=O)n(Cc2ccc(F)cc2)c2ccccc21	-2	2	0.1	0.6	-4	i	-0.1	-10	-2	3
COCCNc1nnc(SCC(=O)NNC(=O)c2ccccc2)s1	3	4	0.0	-0.5	-1	i	0.1	-11	-4	1
O=C(NC1CCCCC1)c1cnn2c(C(F)(F)F)cc(-c3ccco3)nc12	-6	-10	0.8	0.6	11	i	0.1	0	1	0
Nc1o[nH]c(=O)c1Cc1ccccc1	1	-2	-0.3	-1.5	-7	i	-0.2	-4	0	1
CNCCCOc1cc(C)cc(C)c1C	6	3	1.0	-0.3	-7	i	-1.1	-2	5	1
Cc1cc(NC(=O)c2nn(C)c(C)c2Br)no1	-1	4	1.0	0.4	2	i	0.2	1	-2	-3
O=C(Nc1nccs1)c1ccc2ccccc2c1	2	-16	-0.6	-1.0	-2	i	0.1	0	1	3
Cc1csc(NC(=O)CN2C(=O)c3ccccc3C2=O)c1C(N)=O	-3	-5	-0.5	-0.1	-10	i	-0.1	1	-6	0
CN(C)S(=O)(=O)c1c(Cl)cccc1Cl	3	-1	-0.1	-1.6	0	i	-0.7	-2	-1	-1
